ARNT-TACC3 inh = disruptors of ARNT/TACC3 protein interaction, primary screen, biochemical, AlphaScreen, single concentration; AlphaScreen His-ARNT PAS-B/GST-TACC3 binding, luminescence; TACC3 fragment carries E629A point mutation; inhibition, % at 9.99 µM; 390,000 compounds, 0.66% hits;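 active = mean inhibition of replicates at least 50% and at least half of replicates each reaching 50%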;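 note: 0% = complete ARNT plus TACC3 wells and 100% = ARNT alone without TACC3; many hits fall short of the cut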
INS-1E GSIS act = GLuc luminescence reporter in INS-1E cells, primary screen for activators of glucose-dependent secretion of insulin | activation, % at 16.6 µM | 370,000 compounds, 0.61% hits | INS-1E GLuc reporter insulin secretion, 2-3 h;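 active = lowest replicate activation of at least 40%, so every replicate reaches that level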;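 note: 0% = median of neutral control wells and 100% = median of IBMX positive control wells; some compounds called inactive have numbers as strong as hits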
Statin myotox sup = suppressors of statin myotoxicity in C2C12 myotubes, primary screen, cell-based, single point, plate reader. rescue of ATP level, % at 7.49 µM. 330,000 compounds, 0.78% hits. C2C12 myotubes + simvastatin, ATP luminescence, 48 h; scaled: DMSO 0, geranylgeraniol control 100;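 active = mean ATP rescue above about 67%, or every replicate alone reaching that limit, limit read from the data, passing the limit was not always enough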;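 note: myotubes were challenged with 10 µM simvastatin during compound exposure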
PAX8 inh HTS = inhibitors of PAX8-driven TPO luciferase reporter, primary screen, RMG-I cells, single concentration. AID 652154, 2013. 360,000 compounds, 1.2% hits. inhibition, % at 12.6 µM. SteadyGlo, 24 h;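 active = mean replicate inhibition at least 60% with every replicate also reaching 60%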;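 note: luciferase light reporting Pax8 driven TPO promoter activity; plate controls were median of neutral control wells for no effect and mitoxantrone controls for full effect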
LGR2 inh = inhibitors of bursicon-induced LGR2 CRE-luciferase signal, primary screen, cell-based, HEK293, CRE-luciferase reporter, bursicon stimulation | AID 720647, 2013 | Drosophila bursicon receptor LGR2 (rickets) | inhibition, % at 9.99 µM | bursicon-stimulated, 4 h | 380,000 compounds, 0.35% hits;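 active = drop in luminescence signal, shown as inhibition above about 50% in the replicate tests, limit read from the data, passing the limit was not always enough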;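 note: agonist challenge used bursicon conditioned medium at about half maximal strength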
Cneo AK release = Cryptococcus neoformans cell lysis inducers, primary screen, AK release luminescence, single concentration. lysis activity, % at 15 µM. C. neoformans lysis, adenylate kinase release luminescence, 4 h; normalised: neutral wells 0, clomiphene wells 100. AID 651654, 2012. 360,000 compounds, 0.2% hits;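 active = mean lysis activity across replicates of at least 80%, whatever share of replicates individually reach that level; inactive = mean lysis activity below 80%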
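Schedule: static 4 h at 37 °C with compound, 1 h detection; system: C. neoformans cells; benchmarks: Clomiphene as positive control; buffer or medium: fresh YPD medium; measure: luminescence rise reflecting yeast cell lysis; measured by: luminescent adenylate kinase detection reagent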
PglD DTNB = C. jejuni PglD acetyltransferase inhibitors, primary screen, biochemical, DTNB colorimetric, single point. AID 602405, 2012. UDP-N-acetylbacillosamine N-acetyltransferase PglD (Campylobacter jejuni). purified PglD enzyme, DTNB colorimetric CoA detection. 360,000 compounds, 0.098% hits. inhibition, % at 12.5 µM; in the data active = inhibition above about 16%, passing the limit was not always enough; note: strong numbers were not always called active
PGC1a acetyl inh = inhibitors of PGC1a acetylation signal, primary screen, cell-based, U2OS, AlphaScreen, inhibitor mode | AlphaScreen anti-acetyl-lysine; with virally co-expressed GCN5 acetyltransferase | inhibition, % at 15.6 µM | 350,000 compounds, 0.17% hits;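 active = every replicate shows inhibition of at least 40%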;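 note: 0% = neutral control wells and 100% = positive control wells; some results beyond the cut were filed as inactive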
* = called active by the depositor; nt = no result given; & = joins results of further samples. Rows are unselected. About 2.9% of those tested had a hit in this group.

SMILES	ARNT-TACC3 inh	INS-1E GSIS act	Statin myotox sup	PAX8 inh HTS	LGR2 inh	Cneo AK release	PglD DTNB	PGC1a acetyl inh
C=CCC[C@@H](Cc1ccc(F)cc1)C(=O)O[C@H](CNC(=O)[C@H](CC=C)CC(=O)N(CCO)Cc1ccccc1)c1ccccc1	-2.2	-10.0	-13.1	57.5	18.3	-1.7	2.3	0.3
COc1ccc(S(=O)(=O)Nc2ccc3c(c2)C(=O)N([C@H](C)CO)C[C@H](C)[C@H](CN(C)C(=O)c2ccccc2)OCCCC[C@@H](C)O3)cc1	-7.8	-2.9	1.7	6.0	nt	-3.0	-0.5	nt
C[C@H]1CN([C@@H](C)CO)S(=O)(=O)c2ccc(Br)cc2O[C@@H]1CN(C)C(=O)CC1CC1	-10.2	4.8	nt	nt	4.1	-1.9	2.5	10.3
CC(=O)N1CCc2cc(S(=O)(=O)CCC(=O)NCc3ccco3)ccc21	0.5	4.6	4.9	-15.7	6.8	nt	nt	10.9
O=C(c1ccncc1)N1CC2(C1)[C@H](c1ccccc1)[C@H](CO)N2Cc1ccccn1	nt	15.6	nt	7.1	-4.3	nt	nt	3.5
CN(C)C(=O)c1cccn1-c1ncc(C(F)(F)F)cc1Cl	-13.9	3.8	2.9	-27.1	nt	nt	nt	43.2
CCN(C(=O)COC(=O)C1CCC(C(C)(C)C)CC1)c1c(N)n(Cc2ccccc2)c(=O)[nH]c1=O (stereo unspecified)	8.2	-19.3	-12.3	3.0	-3.3	0.7	2.9	nt
Cc1noc(C)c1S(=O)(=O)Nc1ccc2c(c1)C(=O)N([C@@H](C)CO)C[C@@H](C)[C@@H](CN(C)Cc1ccc(C(F)(F)F)cc1)OCCCC[C@@H](C)O2	4.9	-14.4	nt	57.0	-10.1	21.6	-1.2	15.2
C[C@H](CO)N1C[C@H](C)[C@H](CN(C)C(=O)CCN2CCCCC2)Oc2ncc(C#Cc3ccccn3)cc2C1=O	-6.8	29.1	-3.5	nt	-11.2	4.0	-0.2	2.1
CN(C)CC(=O)Nc1ccc2c(c1)[C@H]1C[C@@H](CC(=O)NC3CCCC3)O[C@H](CO)[C@H]1O2	-6.7	-2.1	4.3	-8.2	-2.6	0.2	0.4	1.6
Cc1cc(NC(=O)c2cc(-c3ccncc3)nc3ccccc23)ccc1Br	-3.8	nt	-4.9	45.3	17.4	-1.6	-5.2	-4.7
COc1ccc(OC)c(NC(=O)CN(C)S(=O)(=O)c2ccc(Cl)cc2)c1	-26.1	-13.6	16.3	1.1	13.0	-1.0	-0.2	-3.2
Cc1cccc(OCC(=O)OCC(=O)Nc2sccc2C(N)=O)c1	6.0	-42.0	-5.5	-11.7	2.0	0.7	7.3	2.0
Nc1ccc(S(=O)(=O)Nc2ccnn2-c2ccccc2)cc1	5.0	nt	1.9	-4.0	-16.6	0.3	4.8	5.3
CCCCC1CCC(/C(N)=N/O)CC1 (stereo unspecified)	-3.2	13.0	-5.3	-7.0	nt	0.4	-3.4	12.0
COc1cccc(CNC(=O)c2n[nH]c3ccccc23)c1	-11.2	-6.1	6.8	-66.4	-46.7	-0.7	-2.5	nt
C[C@H]1CN([C@@H](C)CO)C(=O)Cc2cc(NS(=O)(=O)c3cccs3)ccc2O[C@H]1CN(C)Cc1ccc(Oc2ccccc2)cc1	nt	-25.5	-9.7	-10.1	-10.5	47.9	0.6	-10.1
COc1ccc(C(=O)N2CCC(CCC(=O)Nc3cccc(C)c3)CC2)cc1	-0.8	-35.7	nt	-10.2	7.2	20.3	2.4	nt
CCOCCCn1c(SC(C)C(=O)NCC2CCCO2)nc2sc(C)c(C)c2c1=O (stereo unspecified)	5.1	nt	7.0	11.1	0.4	4.1	-2.1	-6.0
C[C@H](CO)N1C[C@H](C)[C@@H](CN(C)C(=O)c2ccncc2)Oc2ncc(C#C[C@@H](C)O)cc2C1=O	10.0	8.8	-1.2	nt	-4.3	3.9	-2.9	10.6
COc1ccc(OC)c(NC(=O)Cc2coc3ccc(C)cc23)c1	-4.1	-31.9	16.2	nt	-7.5	0.1	-0.4	-1.3
O=C(c1nc2ccccn2c1CNCCn1ccc2ccccc21)N1CCOCC1	0.3	12.0	8.9	19.1	43.2	-11.8	4.9	-0.4
CCOP(=O)(OCC)/C(=C/N1CCCCC1)NC(=O)c1ccccc1	-10.9	6.6	-4.8	0.5	-23.0	0.5	-2.9	-12.3
CCCNC(=O)c1cc(Cl)c(NC(=O)C2=CSCCO2)cc1OC	1.2	-11.2	-0.3	-142.8	-27.1	5.8	0.3	-0.3
COC(=O)c1ccccc1-n1c(C)nc(=O)c(-c2ccccc2)c1C	-7.3	-8.4	0.7	2.2	-0.1	nt	nt	nt
Further compounds.
SMILES	ARNT-TACC3 inh	INS-1E GSIS act	Statin myotox sup	PAX8 inh HTS	LGR2 inh	Cneo AK release	PglD DTNB	PGC1a acetyl inh
CC(C)NC(=O)c1cc(C2CCCCN2S(=O)(=O)c2ccc(C#N)cc2)on1 (stereo unspecified)	nt	-3.1	15.3	8.5	1.2	2.2	-1.5	13.7
O=C(Nc1ccccc1-c1ccccc1)c1cccs1	-1.3	4.9	-10.0	0.2	-23.1	nt	nt	-4.6
COc1cccc(NC(=O)N(C)C[C@H]2Oc3ncc(Br)cc3C(=O)N([C@H](C)CO)C[C@H]2C)c1	-8.4	6.5&24.0	7.3&20.3	-5.6	-11.5&-3.6	2.9&-5.0	6.7&1.3	-7.4&-1.6
S=C(NCCc1ccccc1)NCc1cccs1	-2.3	1.3	nt	-120.4	3.6	nt	nt	nt
O=C(O)CCn1c2c(c3ccccc31)CCCC2	-6.3	8.4	-1.1	nt	12.3	-2.3	0.2	nt
Cc1ccc(S(=O)(=O)N2CCOCC2)cc1C(=O)N1CCN(c2ccc(C(F)(F)F)cn2)CC1	nt	nt	-1.5	3.3	nt	-0.5	-2.5	-11.8
Cc1csc(SCC(=O)Nc2ccc(CC#N)cc2)n1	nt	-8.1	6.0	0.6	3.5	-0.7	0.3	4.3
N#C[C@H]1[C@@H](c2ccc(C3=CCCCC3)cc2)[C@@H](CO)N1C(=O)CN1CCOCC1	15.3	-17.7	-13.0	22.4	-0.4	-2.0	-0.2	-12.1
COc1ccc(OC)c(/C=C/C(=O)OCC(=O)NC2CCCCCCC2)c1	-2.1	nt	2.5	7.4	nt	-1.8	-2.3	-4.6
O=S1(=O)CCC(NS(=O)(=O)c2ccc3ccccc3c2)C1 (stereo unspecified)	-6.2	-10.6	2.0	-4.6	-6.3	-2.1	-3.0	2.5
Cc1occc1-c1nnc(SCC(=O)N2CCOCC2)o1	-4.0	nt	-7.2	-4.3	nt	0.9	-8.1	-2.3
O=C(NC(Cc1ccccc1)C(=O)N1CCN(c2ccc(F)cc2)CC1)c1ccccc1 (stereo unspecified)	nt	-51.2	13.7	6.8	14.2	16.5	2.2	-6.1
CCCCOc1ccc(NC(=O)Nc2nnc(C)s2)cc1	-5.5	-17.5	36.8	-2.0	-1.6	-0.3	-5.8	0.0
CCCN(C)C[C@@H]1Oc2cc(C#Cc3ccccc3F)ccc2S(=O)(=O)N([C@H](C)CO)C[C@@H]1C	0.5	17.8	nt	nt	-7.7	-5.8	-1.5	-18.5
COc1cc(C(=O)OCC(=O)c2ccccc2)cc2c1OCCO2	1.9	4.1	-5.4	-31.6	-38.3	-2.0	-5.0	1.6
CCc1ccc(CN(C(=O)c2oc3ccccc3c2C)C2CCS(=O)(=O)C2)cc1 (stereo unspecified)	-2.9	7.8	-5.3	27.2	2.2	4.1	-1.0	-13.6
CC(C)[C@@H](C(=O)NC1CCN(Cc2ccccc2)CC1)N1C(=O)N2CCc3c([nH]c4ccccc34)[C@@]2(C)C1=O	19.6	nt	-22.5	nt	nt	-0.8	2.6	2.9
O=C(N/N=C/c1cccnc1)c1ccc(Cl)c(Cl)c1	-9.9	16.8	nt	-2.2	-11.6	nt	nt	nt
CC(c1ccccc1)N1CC(C(=O)Nc2ccc(F)cc2)CC1=O (stereo unspecified)	4.1	-26.7	0.6	-12.2	-7.5	0.1	2.4	nt
COc1cccc(S(=O)(=O)N2C[C@@H](O)COC[C@H]3O[C@H](CC(=O)N4CCOCC4)CC[C@@H]32)c1	-31.5	9.1	4.3	6.8	-6.5	-2.0	-2.7	0.5
CN1CCN(C(=O)C[C@@H]2CC[C@H]3[C@@H](COC[C@H](O)CN3C(=O)Cc3ccccc3)O2)CC1	0.4	-1.1	-12.6	0.9	2.7	93.8*	-45.4	2.8
COC(=O)C1CN(C(=O)C(C)Oc2cccc(C)c2C)c2ccccc2O1 (stereo unspecified)	-16.2	-13.0	-11.3	2.8	0.2	0.3	-1.1	nt
O=C(COC(=O)CSc1ccc2ccccc2c1)NC1CCCC1	-7.0	2.0	nt	13.8	-7.1	2.4	3.8	nt
C[C@H](NC(=O)c1nc[nH]c1C(=O)N1CCN(c2ccccc2)CC1)c1ccccc1	2.0	-4.8	15.8	-21.2	-3.9	-4.3	-1.3	-2.6
COCCNC(=O)C1CCCN(C(=O)c2oc3ccccc3c2C)CC1 (stereo unspecified)	nt	30.7	6.2	10.5	2.7	-0.5	-5.8	nt

Sorted by the number under ARNT-TACC3 inh (highest first): 3 of the compounds above
| compound | ARNT-TACC3 inh | INS-1E GSIS act | LGR2 inh | PglD DTNB | PGC1a acetyl inh |
| --- | --- | --- | --- | --- | --- |
| Cc1cccc(OCC(=O)OCC(=O)Nc2sccc2C(N)=O)c1 | 6.0 | -42.0 | 2.0 | 7.3 | 2.0 |
| S=C(NCCc1ccccc1)NCc1cccs1 | -2.3 | 1.3 | 3.6 | nt | nt |
| CCOP(=O)(OCC)/C(=C/N1CCCCC1)NC(=O)c1ccccc1 | -10.9 | 6.6 | -23.0 | -2.9 | -12.3 |

Following part
SMILES	ARNT-TACC3 inh	INS-1E GSIS act	Statin myotox sup	PAX8 inh HTS	LGR2 inh	Cneo AK release	PglD DTNB	PGC1a acetyl inh
COc1ccc(-n2c(SCC(=O)NC3CCCCC3)nc3ccsc3c2=O)cc1	-2.4	11.2	1.5	4.9	-2.8	2.6	1.8	-11.1
CC1(C)Cc2c(sc3ncn4nc(CCC(=O)O)c(=O)nc4c23)CO1	-0.3	nt	20.0	-3.9	nt	3.7	-6.7	-4.9
CO[C@H]1CC[C@H]2CCOc3c(C#N)cccc3C(=O)N(C)C[C@@H](OC)[C@H](C)C(=O)N(C)C[C@H]1O2	1.3	5.4	-6.9	-0.2	-9.5	2.7	1.4	nt
N#CNC(=Nc1ccccc1)SCc1ccc(C(=O)O)cc1	1.9	-6.1	nt	3.3	-13.9	nt	nt	-7.4
Cc1nc(-c2ccc(NC(=O)c3ccccc3C)cc2)cs1	-25.1	-4.5	-7.2	-159.4	-85.1	-10.2	5.5	18.5
CCN1CCN(C(=S)NC(=O)c2cc(OC)c(OC)c(OC)c2)CC1	-4.9	8.1	6.8	-12.0	-8.5	0.9	-4.4	3.0
O=C(NCCN1CCCC1)C1COc2ccccc2O1 (stereo unspecified)	-1.5	nt	5.3	-15.3	nt	-0.8	3.5	-25.1

Screening results deposited in PubChem BioAssay by Broad Institute.
